Screening data as filed in PubChem BioAssay.
MrgX1 PAM: positive allosteric modulators of MrgX1, primary screen, HEK293 cells, Fluo-4 calcium flux; Mas-related G-protein coupled receptor member X1 (Homo sapiens), Q96LB2; FDSS; active compounds read high; B-score at 10 µM; actives 0.63% (n = 310,000); AID 588675, 2011;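 active means plate-corrected calcium response at least 3 library SD above typical, normal starting fluorescence, not activating the receptor alone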;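 further: compound read alongside a low EC10 to EC30 dose of BAM8-22 agonist; peak minus trough fluorescence over baseline measured at the second addition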
TMEM16A act: TMEM16A chloride channel activators or potentiators, primary screen, cell-based, HTS; Anoctamin-1 (Mus musculus), Q8BHY3; HEK293 TMEM16A/YFP-H148Q/I152L, iodide quench fluorescence; active compounds read low; B-score at 10 µM; actives 0.3% (n = 340,000); AID 623877, 2012;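 active means fluorescence-ratio B-score plate-corrected deviation score at least 3 library SD below zero, with starting fluorescence score within 5 deviations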;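 further: channel opened by trigger with iodide after compound preincubation; score built on the fluorescence ratio of max minus min over baseline; more negative score means more quench and so TMEM16A activation or potentiation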
TMEM16A inh: TMEM16A chloride channel inhibitors, primary screen, cell-based, HTS; actives 1.2% (n = 310,000); normalized B-score (activity score, 25-100; higher = stronger inhibition) at 10 µM; AID 588511, 2011; HEK293 TMEM16A/YFP iodide influx fluorescence, ionomycin;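 active means ratio plate-corrected score three or more library SD toward inhibition, starting fluorescence score within five deviations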;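 further: score derived from kinetic fluorescence span divided by baseline fluorescence per well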
SKKanGAS inh: S. pyogenes SKKanGAS growth inhibitors in kanamycin, primary screen, streptokinase expression inhibitor project, SKKanGAS strain, BacTiter-Glo luminescence | inhibition, % at 7.5 µM | actives 1.3% (n = 300,000) | 6 h;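 active means mean replicate score, as percent of positive control median, at least 50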;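 further: strain carries kanamycin resistance gene driven by streptokinase promoter and grows in 40 µg/ml kanamycin; loss of luminescence reflects streptokinase promoter inhibition or plain growth inhibition; 0% = median of DMSO wells and 100% = positive control at its reference dose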
TRPC4 agonist: activators of mouse TRPC4 channel, primary screen, Fluo4 calcium, HEK293 TRPC4beta/mu-opioid cells. Short transient receptor potential channel 4 (Mus musculus), Q9QUQ5. Fluo4 calcium fluorescence; active compounds read high. B-score at 10 µM. actives 0.49% (n = 310,000);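 active means B-score above 5 SD of library B-scores, and initial fluorescence ratio not above library mean plus 5 SD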;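 further: positive B-score marks a calcium rise read as TRPC4 activation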
Target sequence (Q9QUQ5 whole entry, looked up): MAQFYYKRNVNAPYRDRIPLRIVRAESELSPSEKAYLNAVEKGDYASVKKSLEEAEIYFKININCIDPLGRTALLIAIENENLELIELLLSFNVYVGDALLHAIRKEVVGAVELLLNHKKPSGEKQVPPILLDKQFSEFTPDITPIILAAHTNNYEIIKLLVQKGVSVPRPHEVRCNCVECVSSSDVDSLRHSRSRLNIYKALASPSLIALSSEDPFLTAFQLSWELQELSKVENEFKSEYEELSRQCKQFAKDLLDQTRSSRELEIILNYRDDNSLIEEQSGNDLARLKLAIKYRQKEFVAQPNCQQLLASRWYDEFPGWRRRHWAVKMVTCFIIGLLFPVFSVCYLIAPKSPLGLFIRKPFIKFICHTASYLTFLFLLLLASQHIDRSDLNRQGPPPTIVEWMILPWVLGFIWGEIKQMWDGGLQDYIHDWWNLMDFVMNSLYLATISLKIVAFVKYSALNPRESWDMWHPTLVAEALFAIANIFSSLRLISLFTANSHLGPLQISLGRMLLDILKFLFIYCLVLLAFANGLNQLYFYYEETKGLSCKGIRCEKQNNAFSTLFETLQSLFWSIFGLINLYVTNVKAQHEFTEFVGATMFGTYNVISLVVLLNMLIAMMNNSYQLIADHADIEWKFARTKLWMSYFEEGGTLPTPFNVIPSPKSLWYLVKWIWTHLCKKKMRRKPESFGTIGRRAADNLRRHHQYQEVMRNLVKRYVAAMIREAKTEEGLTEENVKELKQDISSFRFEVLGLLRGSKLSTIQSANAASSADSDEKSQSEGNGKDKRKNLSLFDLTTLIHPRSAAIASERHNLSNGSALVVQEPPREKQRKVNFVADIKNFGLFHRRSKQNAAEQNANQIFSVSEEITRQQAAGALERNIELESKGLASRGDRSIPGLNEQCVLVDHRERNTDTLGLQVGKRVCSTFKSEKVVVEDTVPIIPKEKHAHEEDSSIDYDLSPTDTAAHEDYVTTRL
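Material: HEK293 stable line with TRPC4beta plus mu-opioid receptor; technique: Fluo4 calcium-sensitive dye fluorescence, kinetic, 1 Hz baseline; timing: Fluo4 dye loading 45 min at room temperature, 110 s recording; controls: assay buffer as low control, maximal DAMGO as high control; read-out: integrated baseline-normalised fluorescence ratio, converted to per-well B score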
MrgX1 agonist: agonists of human MrgX1 receptor, primary screen, HEK293 cells, Fluo-4 calcium flux; Mas-related G-protein coupled receptor member X1 (Homo sapiens), Q96LB2; Fluo-4 calcium fluorescence, agonist mode; active compounds read high; B-score at 10 µM; actives 0.44% (n = 310,000); AID 588627, 2011;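 active means calcium response B-score plate-corrected fluorescence ratio at least 3 library SD, with starting fluorescence B-score inside 5 SD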
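times = overnight plating, then 30 min 37 °C plus 30 min room-temperature dye loading | assay system = stable human MrgX1 HEK293 cell line | input = fifteen thousand cells per well | signal = kinetic calcium dye fluorescence, Fluo-4 NW | dosing = compound delivered in addition one of three | read-out = B-scored fluorescence response ratio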
TRPC4 block: inhibitors of mouse TRPC4 channel, primary screen, Fluo4 calcium, HEK293 TRPC4beta/mu-opioid cells; Short transient receptor potential channel 4 (Mus musculus), Q9QUQ5; DAMGO-evoked Fluo4 calcium flux; active compounds read low; B-score at 10 µM; actives 0.39% (n = 300,000);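 active means B-score over 3 SD under the library average, no early fluorescence shift, positive overall ratio signal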
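Assay system – HEK293 line stably carrying TRPC4beta and mu-opioid receptor · Doses – single dose · Detection – Fluo4 calcium-dye fluorescence, kinetic read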
TRPC4 PAM: positive allosteric modulators of TRPC4, primary screen, cell-based, mouse TRPC4beta, HEK293 mu-opioid, Fluo-4 calcium; Short transient receptor potential channel 4 (Mus musculus), Q9QUQ5; DAMGO EC20, Fluo-4 Ca2+ flux; active compounds read high; B-score at 10 µM; actives 0.42% (n = 310,000); AID 2227, 2009;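 active means B-score of calcium response area above 5 SD of library B-scores, with initial fluorescence ratio within 5 SD of library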;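 further: B-score of integrated fluorescence ratio over time as area under calcium response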
TRPC6 inh: mouse TRPC6 channel inhibitors, primary screen, cell-based, HEK293, membrane potential dye; ACh-evoked depolarization; active compounds read low; B-score at 10 µM; AID 2553, 2010; Short transient receptor potential channel 6 (Mus musculus), Q61143; actives 1.1% (n = 310,000);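 active means B-score under library mean minus 3 SD, initial fluorescence not abnormally high, positive integrated signal ratio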;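 further: B-score derived from integrated fluorescence ratio over the kinetic read; more negative B-score means stronger inhibition of depolarization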
TRPC6 activator: mouse TRPC6 channel activators, primary screen, cell-based, HEK293, membrane potential dye; Short transient receptor potential channel 6 (Mus musculus), Q61143; HEK293-TRPC6 membrane potential dye fluorescence; active compounds read high; B-score at 10 µM; actives 0.13% (n = 310,000); AID 2550, 2010;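 active means B-score of the integrated fluorescence ratio above library mean plus 3 SD, and starting fluorescence ratio within library mean plus 5 SD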;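 further: higher score means more depolarization so channel activation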
MrgX1 antagonist: antagonists of human MrgX1 receptor, primary screen, HEK293 cells, Fluo-4 calcium flux; Mas-related G-protein coupled receptor member X1 (Homo sapiens), Q96LB2; B-score at 10 µM; BAM8-22 antagonism; active compounds read low; actives 1.3% (n = 310,000); AID 588676, 2011;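 active means calcium-response B-score plate-corrected more than 3 library SD below zero, starting fluorescence within 5 deviations, no agonist response on first addition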;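 further: peak minus trough fluorescence over baseline after final BAM8-22 challenge near maximal dose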
Starred values were filed as active, the others as inactive; i = inactive; . = not tested or not shown.

Fields – TRPC4 PAM	TMEM16A inh	MrgX1 PAM	SKKanGAS inh	TMEM16A act	TRPC6 activator	MrgX1 agonist	TRPC4 block	MrgX1 antagonist	TRPC4 agonist	TRPC6 inh
- O=C(Nc1nc(-c2ccccn2)cs1)c1ccc([N+](=O)[O-])o1
→ i	i	i	2	i	i	i	i	i	i	i
- Cn1cc(SCC(=O)Nc2ccc3c(c2)OCO3)c2ccccc21
→ i	i	i	-5	i	i	i	i	i	i	i
- CC1CCCN(CCOCCOc2ccc(Br)cc2Cl)C1 (centres undefined)
→ i	i	i	-2	i	i	i	i	i	i	i
- CCS(=O)(=O)N1CCC(C(=O)OCC(=O)c2ccc(Br)cc2)CC1
→ i	i	i	-4	i	i	i	i	i	i	i
- C/C(=N\NC(=O)COc1ccc(C(C)(C)C)cc1)c1ccccc1
→ i	i	i	15	i	i	i	i	i	i	i
- CC(C)n1nnnc1SCC(=O)NCc1ccc2c(c1)OCO2
→ i	i	i	3	i	i	i	i	i	i	i
- Nc1cc(N)nc(SCC(=O)c2ccc3c(c2)NC(=O)CO3)n1
→ i	i	i	-5	i	i	i	i	i	i	i
- O=C(N/N=C\c1ccc(S(=O)(=O)O)o1)c1ccc2c(c1)OCO2
→ i	i	i	-4	i	i	i	i	i	i	i
- Cc1csc(NC(=O)CSc2ccccc2F)n1
→ i	i	i	2	i	i	i	i	i	i	i
- O=C(Nc1ccc2c(c1)OCO2)c1cccc(S(=O)(=O)N2CCOCC2)c1
→ i	i	i	2	i	i	i	i	i	i	i
- Cc1cc(Br)c(S(=O)(=O)NCc2ccncc2)cc1C
→ i	i	i	-2	i	i	i	i	i	i	i
- CCC(C)(C)c1ccc(OCCCC[n+]2ccc(C)cc2)c(C(C)(C)CC)c1
→ i	100*	i	18	.	i	i	i	i	i	-6.2*
- CCOC(=O)C1CCN(c2c(NCc3ccc(N(C)C)cc3)c(=O)c2=O)CC1
→ i	i	i	6	i	i	i	i	i	i	i
- Cc1ccc(CNc2oc(COc3ccccc3Cl)nc2C#N)cc1
→ i	i	i	-3	i	i	i	i	i	i	i
- CCC12CN3CC(CC)(CN(C1)C3c1ccc(OC(C)C)cc1)C2=O (centres undefined)
→ i	i	i	-7	i	i	i	i	i	i	i
- Cc1noc(NS(=O)(=O)c2ccc(NC(=O)C(C)(C)C)cc2)c1C
→ i	i	i	-3	i	i	i	i	i	i	i
- COc1ccccc1NS(=O)(=O)c1cccc(NC(=O)c2[nH]c(C)c(C(C)=O)c2C)c1
→ i	i	7.4*	4	i	i	i	i	i	i	i
- O=C(CSc1nc2[nH]ncc2c(=O)n1-c1ccccc1)N1CCCCCC1
→ i	i	i	-12	.	i	i	i	i	i	i
- COc1ccc(S(=O)(=O)Nc2cc3c4c(c2)CCN4C(=O)CC3)cc1C
→ i	i	i	1	i	i	i	i	i	i	i
- CCc1nc2ccc(F)cc2c(C(=O)NC2CCCCC2C)c1C (centres undefined)
→ i	i	i	1	i	14*	i	i	i	i	i
- CC(=O)c1cccc(NC(=O)c2cc(C)no2)c1
→ i	i	i	-4	i	i	i	i	i	i	i
- Cc1ccc(S(=O)(=O)NCCC(=O)NCc2cccnc2)cc1
→ i	i	i	-4	i	i	i	i	i	i	i
- O=Cc1ccnc(-c2ccc(OC(=O)c3ccco3)cc2)n1
→ i	i	i	6	i	i	76*	i	i	i	i
- COc1ccccc1N1CCN(C(=O)COc2cccc(C)c2C)CC1
→ i	i	i	-3	i	i	i	i	i	i	i
- CN(NC(=O)c1ccccc1)C1=NS(=O)(=O)c2ccccc21
→ i	i	i	-5	i	i	i	i	i	i	i
- Cc1ccc(-c2nc3cccnc3s2)cc1NC(=O)C1c2ccccc2Oc2ccccc21
→ i	.	.	-6	i	i	.	i	.	i	i
- Clc1ss/c(=N\c2ccccn2)c1Cl
→ i	i	i	-8	i	i	i	i	i	i	i
- CCOc1ccc(NC(=O)CN(C)C(=O)c2ccc(N3CCOCC3)c([N+](=O)[O-])c2)cc1OCC
→ i	i	i	5	i	i	i	i	i	i	i
- Cc1c(NC(=S)N/N=C/c2ccc([N+](=O)[O-])cc2O)c(=O)n(-c2ccccc2)n1C
→ i	i	i	-4	i	i	i	i	i	i	i
- O=C(COc1ccc(-n2ccnc2)cc1)Nc1cccc(F)c1
→ i	i	i	5	i	i	i	i	i	i	i
- Cc1ccc(S(=O)(=O)NCC(=O)OCC(=O)N2CCN(C(=O)c3ccco3)CC2)cc1C
→ i	i	i	25	i	i	i	i	i	i	i
- O=C(NNC(=O)C1COc2ccccc2O1)c1cccc([N+](=O)[O-])c1 (centres undefined)
→ i	i	i	-10	i	i	i	i	i	i	i
- COc1ccc(-c2nn(-c3ccccc3)cc2C#N)cc1
→ i	i	i	4	i	i	i	i	i	i	i
- CN(C)CCO[C@@H](c1ccc(Cl)cc1)c1ccccn1
→ i	i	i	6	i	i	i	i	i	i	i
- CC(CN1C(C)CCCC1C)OC(=O)c1ccccc1Br (centres undefined)
→ i	i	i	-1	i	i	i	i	i	i	i
- CN(/C=C/C(=O)C(F)(F)F)Cc1ccccc1
→ i	i	i	-6	i	i	i	i	i	i	i
- COCCN(C(=S)Nc1ccccc1C)C(C)c1cccs1 (centres undefined)
→ i	i	i	-9	i	i	i	i	i	i	i
- O=C(Cn1c(=O)oc2ccccc21)Nc1ccc(S(=O)(=O)N2CCCCC2)cc1
→ i	i	i	18	-6.5*	i	i	i	i	i	i
- CC(=O)CSc1ccc(C(=O)O)cn1
→ i	i	i	-1	i	i	i	i	i	i	i
- O=C(Nc1ccc(Cl)c(Cl)c1)OCCNC(=O)c1cccc(Cl)c1
→ i	i	i	25	i	i	i	i	-5.3*	i	i
- COC(=O)c1ccc(Nc2nc(-c3ccncc3)nc3ccccc23)cc1
→ i	i	i	-5	i	i	i	i	i	i	i
- C1CCc2c(nnc3c2-c2nonc2CC3)C1
→ i	i	i	-5	i	i	i	i	i	i	i
- CCOC(=O)N1CCN(CC(=O)Nc2ccc(OC)cc2)CC1
→ i	i	i	2	i	i	i	i	i	i	i
- COC(=O)CC1Oc2ccccc2N(Cc2ccccc2)C1=O (centres undefined)
→ i	i	i	-1	i	i	i	i	i	i	i
- COc1cccc(NC(=O)CCNC(=O)Cn2ccc3ccccc3c2=O)c1
→ i	i	i	0	i	i	i	i	i	i	i
- COC(=O)C1=C(C)N(Cc2ccco2)C(=O)C1
→ i	i	i	1	i	i	i	i	i	i	i
- C=CCOC(=O)C1=C(C)NC(C)=C(C(=O)OCC=C)C1c1cn(-c2ccccc2)nc1-c1ccco1
→ i	i	i	-2	i	i	i	i	i	i	i
- CN(Cc1ccccc1)C(=S)NC(=O)C1CCCCC1
→ i	i	i	0	i	i	i	i	i	i	i
- O=C(C1CCCN(S(=O)(=O)c2ccccc2[N+](=O)[O-])C1)N1CCCC1 (centres undefined)
→ i	i	i	5	i	i	i	i	i	i	i
- CCOc1ccc(/C=C2/SC(=S)N(CCC(=O)Nc3ccc(C(=O)O)cc3)C2=O)cc1
→ i	i	i	5	i	i	i	i	i	i	i
- Cc1cc(=S)nc(-c2ccccn2)[nH]1
→ i	i	i	21	i	i	i	i	i	i	i
- CC(C)CC(CO)N1CCN(C(=O)c2ccccc2)CCC1=O (centres undefined)
→ i	i	i	2	i	i	i	i	i	i	i
- CCCCn1c(SCC(=O)c2ccc3c(c2)OCCO3)nnc1-c1ccco1
→ i	i	i	-5	i	i	i	i	i	i	i
- CC(C)c1ccc(C(C)NC(=O)C2CCCC2)cc1 (centres undefined)
→ i	i	i	6	i	i	i	i	i	i	i
- Cc1ccc(-n2nc(C)c(/C=N/NC(=O)c3cccnc3)c2Cl)cc1
→ i	i	i	10	i	i	i	i	-4.8*	i	i
- CCCCNc1c(-c2cccc(SC3CCCCC3)c2)nc2ccc(Cl)cn12
→ i	i	i	27	i	i	i	i	i	i	i
- CCCOc1ccc(C(=O)NCc2cccnc2)cc1
→ i	i	i	-2	i	i	i	i	i	i	i
- C/C(=N\NC(=O)c1ccc(NS(=O)(=O)c2cccs2)cc1)c1ccc(O)cc1O
→ i	i	i	47	i	i	i	i	i	i	i
- COc1ccc(Cc2nnc(NC(=O)c3ccc(OC)c(OC)c3)s2)cc1OC
→ i	i	i	1	i	i	i	i	i	i	i
- COc1ccc(S(=O)(=O)n2nc(C)c(S(=O)(=O)N3CCOCC3)c2C)cc1
→ i	i	i	6	i	i	i	i	i	i	i
- CC1SC(C)C(=O)N(CC(=O)NCc2ccc(F)cc2)C1=O (centres undefined)
→ i	i	i	0	i	i	i	i	i	i	i
- Cc1ccc(S(=O)(=O)Nc2ccccc2C(=O)N2CCCCC2C)c(C)c1NS(C)(=O)=O (centres undefined)
→ i	i	i	-15	i	i	i	i	i	i	i
- COc1ccc(Cc2nc(-c3ccncc3)no2)cc1
→ i	i	i	-3	i	i	i	i	i	i	i
